Compound activity from PubChem.
GAA inh = blocks human lysosomal alpha-glucosidase; P10253; purified human GAA, 4-MU-alpha-glucoside fluorescence; Potency, µM (titrated, usually from 76.9 µM), for the others: at the top dose activity change, negative = inhibition, usual class: inhibitors; hit rate 0.005% among 200,000;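 note: plate controls were uninhibited enzyme wells for no effect and no-enzyme background for full effect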
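Activity normalized between no-enzyme (basal) and enzyme-only wells. Conditions: 4 nM human enzyme, 400 uM fluorogenic substrate, citrate/phosphate pH 5.0 with Tween-20, 20 min room temperature, compounds up to 77 uM.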
ALDH1A1 block = blocks purified human ALDH1A1 activity | Purified ALDH1A1, NADH fluorescence, propionaldehyde substrate | P00352 | hit rate 7.3% among 220,000 | Potency, µM (top dose mostly 75.3 µM), for inactives: at the top dose activity, negative = inhibition, usual class: inhibitors; active = well fitted inhibition curve with a large enough effect, not every such curve was filed as active; inconclusive = small, poorly fitted or top-dose-only effect, or another doubt; inactive = no such curve, though single readings can be large or run the other way;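 note: plate controls were no enzyme wells and a reference inhibitor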
Target sequence (P00352 whole entry, looked up): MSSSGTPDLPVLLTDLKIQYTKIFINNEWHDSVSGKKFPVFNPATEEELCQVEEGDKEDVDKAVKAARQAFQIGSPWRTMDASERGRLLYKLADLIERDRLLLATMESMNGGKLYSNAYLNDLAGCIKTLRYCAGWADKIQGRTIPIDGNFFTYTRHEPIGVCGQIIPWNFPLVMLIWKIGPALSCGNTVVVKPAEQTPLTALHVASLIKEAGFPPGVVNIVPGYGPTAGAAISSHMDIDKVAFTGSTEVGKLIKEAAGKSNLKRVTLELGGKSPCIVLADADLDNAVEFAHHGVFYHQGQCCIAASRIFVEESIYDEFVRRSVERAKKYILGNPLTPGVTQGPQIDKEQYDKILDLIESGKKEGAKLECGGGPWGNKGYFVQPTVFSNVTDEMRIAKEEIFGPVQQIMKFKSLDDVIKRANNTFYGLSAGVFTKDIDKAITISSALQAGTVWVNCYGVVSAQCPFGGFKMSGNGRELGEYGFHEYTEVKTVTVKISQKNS
aGlu spleen mod = inhibits or activates alpha-glucosidase in human spleen homogenate; human spleen homogenate, 4-MU-alpha-glucoside fluorescence; hit rate 0.006% among 240,000; P10253; Potency, µM (doses to about 79.9 µM), without a hit: top-dose activity change, negative = inhibition, hits mostly inhibitors; AID 2112;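 note: 0% = enzyme with vehicle and -100% = no enzyme basal signal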
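AC50 values come from Hill-equation fits of concentration-response data, normalized to no-enzyme and full-activity controls. Enzyme source: 1 ug human spleen homogenate; 1 mM fluorogenic 4-MU glucoside, pH 5.0 citrate buffer, 37 C, 40 min.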
GAA glycogen = GAA glycogen-cleavage inhibition or activation | recombinant GAA, glycogen substrate, Amplex Red glucose oxidase fluorescence | Potency, µM (series often up to 76.4 µM), for the others: at the highest dose activity change, negative = inhibition, actives largely listed as inhibitors | hit rate 0.38% among 300,000 | AID 2100;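 note: 0% = full enzyme reaction and -100% = no-enzyme basal signal; the screen sought inhibitors and activators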
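qHTS, 1536-well; enzyme 4 nM final; cpd up to 77 uM; substrate bovine liver glycogen 30 ug; 50 mM citrate/phosphate pH 5.0, 0.01% Tween-20; 37 C, 40 min; Amplex Red detection 45 min RT; Hill fit → AC50.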
NPSR antagonist = neuropeptide S receptor (human) antagonism, cAMP | Q6W5P4 | CHO-NPSR cells, cAMP TR-FRET, antagonist mode | Potency, µM (doses to about 38.3 µM), without a hit: top-dose activity change, negative = inhibition, hits mostly inhibitors | hit rate 1% among 220,000; note: % is set by controls: 0 for no effect and ±100 for the full control effect; nearly all actives have a fitted effect of over 50% in size; many of its hits are not listed in these tables
Epigenetic reg = regulators of epigenetic silencing causing reporter derepression in mouse cells. murine LDR cells, GFP reporter derepression, 30 h. Potency, µM (highest dose often 53.9 µM), for inactives: at the highest dose GFP activation, actives largely listed as activators. hit rate 0.2% among 280,000. AID 1865; note: % of control where 0% means no effect; nearly all actives have a fitted effect of over 60% in size
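Derepression of a silenced CMV-GFP reporter in murine LDR cells is scored by enumerating GFP-positive cells with a laser-scanning microplate cytometer after 30 hours of treatment at 37 C.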
aGal spleen mod = inhibitors or activators of human alpha-galactosidase in spleen homogenate; AID 2107; human spleen homogenate, 4MU-alpha-Gal fluorescence, 40 min; Potency, µM (series often up to 80 µM), for inactives: top-dose activity change, negative = inhibition, usual class: inhibitors; hit rate 0.008% among 240,000; P06280;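 note: 0% = enzyme with vehicle and -100% = no enzyme basal signal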
Target sequence (P06280 32-429 limits assumed): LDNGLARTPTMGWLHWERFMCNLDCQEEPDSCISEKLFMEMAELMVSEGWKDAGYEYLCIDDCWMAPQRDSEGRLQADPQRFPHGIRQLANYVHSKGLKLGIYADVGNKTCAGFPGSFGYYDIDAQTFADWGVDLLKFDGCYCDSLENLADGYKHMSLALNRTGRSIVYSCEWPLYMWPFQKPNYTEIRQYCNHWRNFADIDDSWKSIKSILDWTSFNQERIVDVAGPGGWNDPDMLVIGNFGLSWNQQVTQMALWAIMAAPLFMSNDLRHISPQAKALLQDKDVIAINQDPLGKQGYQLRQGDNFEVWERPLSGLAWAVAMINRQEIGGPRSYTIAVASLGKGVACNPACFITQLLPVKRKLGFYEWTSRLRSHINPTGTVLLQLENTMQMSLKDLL
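Fluorogenic readout (Ex 365/Em 440 nm) of 4-methylumbelliferone released from 1 mM 4-MU-alpha-galactoside by spleen homogenate, 40 min at 37C, pH 5.0. Data normalized to no-enzyme and enzyme controls; Hill-equation AC50 from compound titrations.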
Tau fluor counter = counter-screen for tau fibril formation inhibitors; Potency, µM (titrated, usually from 57.7 µM), for inactives: top-dose activity change, negative = decrease; tau K18 P301L (four-repeat tau fragment) Alexa594 fluorescence, heparin fibrillization; AID 1463; hit rate 0.93% among 280,000; note: % is set by controls: 0 for no effect and ±100 for the full control effect; nearly all actives have a fitted effect of over 55% in size
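Human K18 P301L tau (15 uM unlabeled plus 0.24 uM Alexa 594-labeled, final) in 100 mM sodium acetate pH 7 was mixed with compound and 20 uM heparin and incubated 6 hr at 37 C.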
An asterisk follows results filed as active; ? = inconclusive; · = no result given; [ ] = remark or other dose. Unless noted, calls come from the whole dose curve; as a rule, active = well fitted curve in the direction sought with a large enough effect; inconclusive = small, poorly fitted or top-dose-only effect, or another doubt; inactive = no such curve, though single readings can be large; an effect the other way counts as inactive or inconclusive. Potency is the fitted concentration of half-maximal effect.

Value order: GAA glycogen | NPSR antagonist | GAA inh | ALDH1A1 block | aGal spleen mod | aGlu spleen mod | Epigenetic reg | Tau fluor counter
- Cc1cc(C)n2nc(SCC(=O)c3cccs3)nc2n1
    3.8% | 14.4% | 4.4% | -7.8% | -3.0% | -2.9% | -1.9%[10.1 µM] | 0.6%
- NNC(=O)c1cc(Cl)ccc1Cl
    4.9% | 6.0% | -16.7% | ? | 1.0% | 2.5% | -1.9% | -2.9%
- O=C(NCc1cccnc1)C(=O)Nc1nc(-c2ccccc2)cs1
    6.8% | 2.5% | · | · | -1.0% | -7.7% | 0.0% | 1.3%
- CCc1ccc(C(=O)NC(=S)Nc2ccc3c(c2)OCCO3)cc1
    1.9% | -1.7% | 1.0% | 17.8µM* | -5.1% | -4.6% | -1.0% | ?
- CN(Cc1cc(=O)n2ccsc2n1)C1CCCCC1
    14.3% | 9.6% | ? | ? | 4.6% | 3.2% | -1.7% | 3.5%
- CCCCC/C=C\C[C@@H](O)/C=C/C=C/C=C/[C@@H](O)CCCC(=O)O
    · | · | · | 4.0% | -0.2% | 0.0% | -0.3% | -0.2%
- O=C1CCCCC1S(=O)(=O)c1ccccc1 (stereo unspecified)
    -2.4% | 7.8% | -8.3% | -3.7% | -3.1% | -2.0% | -1.0% | 2.7%
- CC(=O)c1ccc(N2CCN(C(=O)Nc3ccc(F)cc3)CC2)cc1
    4.4% | -8.4% | -0.5% | ? | -3.4% | -10.4% | -4.5% | 3.2%
- CS(=O)c1ccccc1COC(=O)Nc1ccccc1 (stereo unspecified)
    -7.9% | 6.0% | 1.4% | 5.4% | 0.9% | 0.0% | -0.3% | -4.2%
- COc1ccc(Cc2c(O)nc(SCC(=O)N3CCOCC3)[nH]c2=O)cc1
    4.4% | -7.0% | · | · | 5.4% | -10.1% | 0.1% | -17.4%
- CC(=Nc1ccccc1)Nc1ccccc1
    -1.8% | -0.5%[46.1 µM] | 4.1% | 2.3% | -1.7% | 1.2% | -1.0% | 2.8%
- CCc1c(C)nc2ncnn2c1N1CCC(C(=O)NCc2ccc3c(c2)OCO3)CC1
    -2.2% | -5.5%[46.1 µM] | -2.0% | -11.4% | 1.2% | -3.5% | -1.0% | -3.4%
- Cc1ccc(S(=O)(=O)N(CCC#N)C2CCCCC2)c2nsnc12
    3.1% | 1.6% | -6.3% | ? | 4.9% | -0.3% | 2.0% | -24.7%
- O=C(Nc1ccc(Cl)cn1)Nc1ccccc1Cl
    -0.7% | -10.9% | -11.2% | 7.4% | 6.1% | -5.3% | 3.4% | -10.2%
- Cc1cc2ncn(C(=O)c3c(-c4ccccc4)noc3C)c2cc1C
    -2.1% | -19.5%[46.1 µM] | 0.2% | -14.5% | 2.5% | 0.6% | 0.0% | -11.4%

Value order: GAA glycogen | NPSR antagonist | GAA inh | ALDH1A1 block | aGal spleen mod | aGlu spleen mod | Epigenetic reg | Tau fluor counter
- O=C(NCc1ccncc1)C(=O)NCC1OCCCN1S(=O)(=O)c1ccccc1 (stereo unspecified)
    10.8% | 12.2% | 1.6% | ? | -0.6% | -1.4% | -1.5% | 10.9%
- COc1ccc(OC)c(NC(=O)CCN2CCCCC2)c1
    3.2% | 0.5%[46.1 µM] | -6.3% | 3.3% | 5.1% | -7.2% | -1.0% | 2.0%
- Cc1ccccc1CN1C(=O)C(O)(CC(=O)c2ccncc2)c2ccccc21 (stereo unspecified)
    -0.8% | ? | -10.0% | 0.112µM* | -9.0% | -20.2% | 3.0% | -5.1%
- CCC(=O)Nc1ccc(Cl)c(NC(=S)NC(C)=O)c1
    -18.2% | 8.1% | -19.0% | ? | 3.6% | 4.7% | -0.4% | 5.4%
- CCOC(=O)C1(CC2CC2)CCN(Cc2cn(C)c3ccccc23)CC1
    11.1% | -17.3% | 9.2% | ? | -4.5% | -2.5% | 16.6% | 4.5%
- Cc1ccc(NC2=C(Cl)C(=O)c3ccccc3C2=O)cc1
    10.9% | -28.9%[46.1 µM] | 2.5% | 4.3% | -0.7% | -5.0% | -0.9% | ?
- CN(C)c1cccc(C(=O)NCc2ccccc2Cl)c1
    -23.7% | -15.3% | 2.0% | -7.7% | 4.1% | 5.8% | 6.4% | -11.2%
- CNC(=O)NC(=O)COC(=O)c1ccccc1OCc1ccccc1
    6.7% | -7.7% | 6.7% | 1.3% | 1.1% | 1.7% | -1.4% | -1.2%
- Oc1ccc2ccccc2c1/C=N/c1nc2c(s1)CCCC2
    -4.1% | 3.1%[46.1 µM] | ? | ? | -19.4% | -3.1% | 4.6% | ?
- Cc1ccsc1/C=N\NC(=O)Cn1nnc2ccccc21
    20.3% | 2.3%[46.1 µM] | -6.0% | 5.0% | -7.1% | -0.4% | 2.3% | -10.2%
- CCCn1c(=O)c2c(C(F)(F)F)cc(-c3cccs3)nc2n(CCC)c1=O
    0.3% | -4.7% | · | ? | 2.2% | 1.3% | 0.1% | -3.8%
- Cc1nc2sc(-c3ccccc3)nn2c(=O)c1Br
    2.7% | -8.6% | -1.4% | -10.5% | -16.7% | -1.8% | 0.0% | -10.2%
- CCc1ccc(OCC(=O)NNC(=O)CSc2ncnc3sc(C)c(C)c23)cc1
    -1.2% | -2.1%[46.1 µM] | 1.6% | -3.3% | 4.6% | -6.1% | 1.2% | -5.6%
- COc1ccc(Cn2c(=O)[nH]c3cc(C(=O)NCCc4ccc(S(N)(=O)=O)cc4)ccc3c2=O)cc1
    2.6% | 5.5% | 2.1% | 9.5% | 8.1% | 8.9% | -0.5% | -0.3%
- COc1ccc(-c2coc3cc(OC(C)=O)cc(OC(C)=O)c3c2=O)cc1
    · | · | · | 68.5%[activator] | 0.3% | 4.4% | -1.7% | -7.6%

Seven of these compounds, reformatted:
SMILES | GAA glycogen | NPSR antagonist | GAA inh | ALDH1A1 block | aGal spleen mod | aGlu spleen mod | Epigenetic reg | Tau fluor counter
CC(=Nc1ccccc1)Nc1ccccc1 | -1.8% | -0.5%[46.1 µM] | 4.1% | 2.3% | -1.7% | 1.2% | -1.0% | 2.8%
CCc1c(C)nc2ncnn2c1N1CCC(C(=O)NCc2ccc3c(c2)OCO3)CC1 | -2.2% | -5.5%[46.1 µM] | -2.0% | -11.4% | 1.2% | -3.5% | -1.0% | -3.4%
Cc1ccc(S(=O)(=O)N(CCC#N)C2CCCCC2)c2nsnc12 | 3.1% | 1.6% | -6.3% | ? | 4.9% | -0.3% | 2.0% | -24.7%
O=C(Nc1ccc(Cl)cn1)Nc1ccccc1Cl | -0.7% | -10.9% | -11.2% | 7.4% | 6.1% | -5.3% | 3.4% | -10.2%
Cc1cc2ncn(C(=O)c3c(-c4ccccc4)noc3C)c2cc1C | -2.1% | -19.5%[46.1 µM] | 0.2% | -14.5% | 2.5% | 0.6% | 0.0% | -11.4%
O=C(NCc1ccncc1)C(=O)NCC1OCCCN1S(=O)(=O)c1ccccc1 (stereo unspecified) | 10.8% | 12.2% | 1.6% | ? | -0.6% | -1.4% | -1.5% | 10.9%
COc1ccc(OC)c(NC(=O)CCN2CCCCC2)c1 | 3.2% | 0.5%[46.1 µM] | -6.3% | 3.3% | 5.1% | -7.2% | -1.0% | 2.0%

(next part)
Value order: GAA glycogen | NPSR antagonist | GAA inh | ALDH1A1 block | aGal spleen mod | aGlu spleen mod | Epigenetic reg | Tau fluor counter
- Cc1cc(C)c(NC(=O)CSc2ccc(-c3cccnc3)nn2)c(C)c1
    8.2% | -3.9% | 0.5% | ? | -4.6% | 1.0% | 6.1% | -5.9%
- C=CCn1c(SCC(N)=O)nc2nc3c(cc2c1=O)COC(C)(C)C3
    1.3% | 4.7% | · | · | 14.4% | 6.2% | 0.9% | -4.0%
- CCn1cc(C(=O)N2CCc3ccccc32)c(=O)c2cc(S(=O)(=O)N3CCCC3)ccc21
    5.8% | 2.2% | -7.9% | 2.3% | 9.0% | 0.4% | 0.2% | -5.0%
- CCc1cccc(NS(=O)(=O)c2c(C)n[nH]c2C)c1
    3.6% | 6.3%[46.1 µM] | 2.6% | 2.4% | 3.1% | 3.6% | 0.1% | 0.3%
- COc1cccc2cc(C(=O)NCc3ccccn3)c(=O)oc12
    5.3% | -6.8%[46.1 µM] | -2.4% | ? | -14.2% | -18.8% | 0.1% | -1.4%
- CC(C)Cn1c(SCC(=O)N2CC(=O)Nc3ccccc32)nc2ccccc21
    -0.7% | 6.7% | -1.8% | ? | -4.6% | -4.8% | 0.0% | 1.0%
- Cc1nnc(SCc2cc([N+](=O)[O-])cc3c2OCOC3)n(N)c1=O
    2.6% | 4.6% | 8.2% | 3.2% | 5.1% | 5.9% | 0.0% | -6.8%
- Brc1ccc(CN2C3=NCCCN3c3ccccc32)cc1
    -6.8% | 17.8% | 0.3% | 7.2% | 0.7% | 2.0% | 0.0% | 0.5%
- O=S(=O)(NCc1cc(-c2ccccc2)no1)c1ccccc1Cl
    3.2% | -12.2% | 1.5% | ? | 5.2% | 0.3% | -0.5% | 0.6%
- CCCCNCc1nc2ccccc2c(=O)[nH]1
    -12.3% | 23.9% | 5.5% | -1.4% | 7.2% | 11.1% | 2.5% | -9.5%
- C/C=C/C=N/Nc1nc(C)cc(=O)[nH]1
    ? | 7.3% | 7.6% | -3.6% | -1.9% | -5.3% | -1.5% | 14.2%
- O=C(O)/C=C\c1ccccc1Oc1ccc(F)cc1
    -28.9% | -5.6% | 3.7% | -1.1% | 3.8% | 3.1% | 2.6% | 0.5%
- CCOC(=O)c1ccc(S(=O)(=O)NNC(=O)COc2ccccc2C)cc1
    5.5% | 8.5% | -5.8% | ? | -0.3% | -5.0% | 1.1% | -4.8%
- CCn1nc(C)cc1-c1nnc(SCC(=O)Nc2ccccc2)n1CCCOC
    5.4% | 7.1% | · | · | -4.7% | 1.2% | 12.6% | -0.6%
- CCOC(=O)C1C(=O)C=C(c2cccs2)CC1c1ccccc1 (stereo unspecified)
    4.4% | 7.2% | -4.1% | ? | -1.9% | -4.3% | -1.1% | -11.3%
- O=C(O)c1cc(NS(=O)(=O)c2ccc(N3CCOCC3)c([N+](=O)[O-])c2)cc(C(=O)O)c1
    3.2% | -4.5%[46.1 µM] | -3.6% | 7.2% | 9.3% | -0.2% | 1.0% | 8.3%
- CCC1CCCCN1CCCNC(=O)CCCOc1cc(=O)n(C)c2ccccc12 (stereo unspecified)
    2.9% | 10.0% | -2.6% | 13.1% | 9.4% | · | 1.9% | -7.4%

A portion of the library, so the mix of outcomes need not match the whole.
